N370S GC mod: qHTS Assay for Inhibitors and Activators of N370S glucocerebrosidase as a Potential Chaperone Treatment of Gaucher Disease. Lysosomal acid glucosylceramidase (Homo sapiens), P04062. N370S GC spleen homogenate, 4MU-glucoside fluorescence. Potency, µM (highest dose often 59.4 µM), for the others: top-dose activity change, negative = inhibition, hits mostly inhibitors. hit rate 0.092% among 330,000;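 note: 0% = full enzyme activity and -100% = no enzyme basal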
TDP1 cell CPT: qHTS for Inhibitors of human tyrosyl-DNA phosphodiesterase 1 (TDP1): qHTS in cells in presence of CPT; hit rate 12% among 420,000; Potency, µM (series often up to 46.2 µM), for the others: at the top dose activity change, negative = growth inhibition, most hits filed as inhibitors; AID 686979, 2013; chicken DT40 Tdp1-/-;hTDP1 cells + 20 nM CPT, ATP luminescence, 48 h; note: nearly all actives have a fitted effect of over 55% in size
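Chicken DT40 Tdp1-/- cells stably complemented with human TDP1 were seeded at 400 cells/well in medium containing 20 nM camptothecin, exposed to pin-transferred compounds, and grown at 37 °C for at least 48 hr. Viability was read as ATP luminescence.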
Starred values were filed as active, the others as inactive; ? = inconclusive; . = no result given; & = joins results of further samples; [ ] = another dose, or the depositor's remark. Calls come from the whole dose curve; as a rule, active = well fitted curve in the direction sought with a large enough effect; inconclusive = small, poorly fitted or top-dose-only effect, or another doubt; inactive = no such curve, though single readings can be large; an effect the other way counts as inactive or inconclusive. Unless noted, % is set by controls: 0 for no effect and ±100 for the full control effect; potency is the fitted concentration of half-maximal effect. The list is partial; rates above refer to the full screens.

1) O=C(O)CCC/C=C\C[C@H]1C(=O)C[C@@H](O)[C@@H]1/C=C/[C@@H](O)CCc1ccccc1
2) CC(C)(C)NC[C@H](O)COc1cccc2c1C[C@@H](O)[C@@H](O)C2
3) CC(=O)N(C[C@@H](O)CO)c1c(I)c(C(=O)NC[C@@H](O)CO)c(I)c(C(=O)NC[C@@H](O)CO)c1I
4) CC1(C)OC2CC(=O)OCC23C1CC(=O)C1(C)C3CC[C@@]2(C)[C@H](c3ccoc3)OC(=O)C3OC312 (stereo partly specified)
5) COc1ccc(-c2cc(=O)c3c(O)cc(O[C@H]4OC(COC5OC(C)C(O)C(O)[C@H]5O)C(O)C(O)C4O)cc3o2)cc1O (stereo partly specified)
6) CC(=O)[C@@H]1CC[C@@H]2[C@@H]3C[C@H](C)C4=CC(=O)CC[C@@]4(C)[C@H]3[C@H](O)C[C@]21C
7) NS(=O)(=O)c1cc2c(cc1C(F)(F)F)N[C@H](Cc1ccccc1)NS2(=O)=O
8) CC[C@H]1OC(=O)C[C@@H](O)[C@H](C)[C@@H](O[C@@H]2O[C@H](C)[C@@H](O)[C@H](N(C)C)[C@H]2O)[C@@H](CCN2C[C@H](C)C[C@H](C)C2)C[C@@H](C)C(=O)/C=C/C(C)=C/[C@@H]1CO[C@@H]1O[C@H](C)[C@@H](O)[C@@H](OC)[C@H]1OC
assay / entry | 1 | 2 | 3 | 4 | 5 | 6 | 7 | 8
N370S GC mod | 3%&-6% | -7%[21.6 µM] | 0%[21.6 µM] | -8% | -11% | 5%[21.6 µM] | -8%[21.6 µM] | .
TDP1 cell CPT | . | . | . | . | . | . | . | -19%

9) COc1cc(Nc2c(C#N)cnc3cc(OCCCN4CCN(C)CC4)c(OC)cc23)c(Cl)cc1Cl
10) CCOC(=O)c1cccc(N)c1
11) COc1cncc(C#Cc2ccccn2)c1
12) CCCC(=O)O
13) CCNC(=O)/C=C/c1cccc(Br)c1
14) CCN(CC)C(=O)Nc1ccc(OCC(O)CNC(C)(C)C)c(C(C)=O)c1 (stereo unspecified)
15) N/C(=N\N=C\c1ccc(Cl)cc1)N/N=C/c1ccc(Cl)cc1
16) C#C[C@]1(OC(C)=O)CC[C@H]2[C@@H]3CCC4=C/C(=N/O)CC[C@@H]4[C@H]3CC[C@@]21CC
assay / entry | 9 | 10 | 11 | 12 | 13 | 14 | 15 | 16
N370S GC mod | . | . | . | . | . | . | . | .
TDP1 cell CPT | ? | -18% | -5% | 7% | -5% | 2% | ? | ?

Look-ups from the results shown:
TDP1 cell CPT result of CCCC(=O)O → 7%
TDP1 cell CPT result of CCOC(=O)c1cccc(N)c1 → -18%
TDP1 cell CPT result of CCNC(=O)/C=C/c1cccc(Br)c1 → -5%
TDP1 cell CPT result of COc1cncc(C#Cc2ccccn2)c1 → -5%
TDP1 cell CPT result of CCN(CC)C(=O)Nc1ccc(OCC(O)CNC(C)(C)C)c(C(C)=O)c1 (stereo unspecified) → 2%

Next section.
17) CC1c2ccccc2CN1NC(=O)c1ccc(Cl)c(S(N)(=O)=O)c1 (stereo unspecified)
18) Cc1ccccc1N=Nc1ccc(N=Nc2c(O)ccc3ccccc23)c(C)c1
19) CCCCCCCC/C=C\CCCCCCCCN
20) CC(=O)c1ccc(OCC(=O)N2CCCCC2)cc1
21) CCCSS/C(CCO)=C(\C)N(C=O)Cc1cnc(C)nc1N
22) CC(C)[C@@H]1CC[C@@H](C)C[C@H]1OC(=O)c1ccccc1O
23) O=S(=O)(O)c1ccc2nc(-c3ccccc3)[nH]c2c1
assay / entry | 17 | 18 | 19 | 20 | 21 | 22 | 23
N370S GC mod | . | . | . | . | . | . | .
TDP1 cell CPT | -2% | -28% | -1% | 3% | 5.3µM* | 7% | ?

Entries by screen from the list:
TDP1 cell CPT, entries 6 to 13 → ., ., -19%, ?, -18%, -5%, 7%, -5%

Profiles, quoted from the list. Values in the order: N370S GC mod	TDP1 cell CPT
CCCSS/C(CCO)=C(\C)N(C=O)Cc1cnc(C)nc1N is entered as .	5.3µM*
CCCCCCCC/C=C\CCCCCCCCN is entered as .	-1%
CC1c2ccccc2CN1NC(=O)c1ccc(Cl)c(S(N)(=O)=O)c1 (stereo unspecified) is entered as .	-2%

Assay outcomes deposited in PubChem BioAssay by National Center for Advancing Translational Sciences (NCATS).
